# Bioassay records from PubChem BioAssay.
# CSM14.1 death rescue: rescue of cells from ER stress-induced death, primary screen, 384-well, CSM14.1, thapsigargin, ATP luminescence (AID 1222); CSM14.1 thapsigargin-induced death rescue, ATP luminescence; higher % means a stronger effect; cellular ATP content (survival), % at 20 µM, or EC50 in µM where a hit was titrated; 190,000 tested, under 10 active;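 active = EC50 below 50 µM in the dose-response confirmation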;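 also: death triggered by thapsigargin at about 15 µM added after 2 h compound pretreatment; cell ATP read after overnight thapsigargin exposure of roughly 18 to 22 hours; normalized against plate controls of thapsigargin alone and 5% DMSO vehicle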
# human PMI inhibitors: human PMI inhibitors, high substrate, primary screen, biochemical, fluorescence intensity, high mannose 6-phosphate (AID 1220); recombinant PMI enzyme, coupled fluorescence intensity; higher % means a stronger effect; inhibition, % at 20 µM; hits with a dose series show IC50 in µM; actives 0.66% (n = 190,000); in the data active = inhibition above about 50%
# Yfh1-off respiration: enhancers of respiration in Yfh1-depleted yeast, dose response, Friedreich's ataxia, plus single-dose screen (AID 1465) | fold induction at 50 µM, or EC50 in µM where a hit was titrated | actives 0.074% (n = 220,000) | S. cerevisiae Yfh1-off respiration, WST-1 reduction, 72 h; higher fold induction means a stronger effect;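 active = fold induction of absorbance versus untreated yeast above a set limit, then at least 30% activation at any dose in follow-up; inconclusive = repeats straddling the limit, or above it without dose testing; inactive = fold induction below the set limit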;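 also: activators that raise dye reduction in frataxin-depleted yeast; strong numbers were not always called active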
# West Nile virus CPE: inhibition of WNV-induced cytopathic effect – cell-based, CPE readout (AID 1621); West Nile virus-infected cells, CPE inhibition; higher % means a stronger effect; CPE inhibition, % at 10 µM; hits with a dose series show IC50 in µM; actives 0.02% (n = 290,000); in the data active = a potency from the dose series; inconclusive = CPE inhibition mostly from about 3.7% at the one dose, without a potency; inactive = the rest, 99 in 100 with CPE inhibition below about 2.2%; also: strong numbers were not always called active
# Salmonella PhoP GFP: inhibitors of PhoP regulon expression, primary screen, Salmonella Typhimurium, GFP reporter (AID 1863) | inhibition, % at 50 µM, or IC50 in µM where a hit was titrated | actives 0.16% (n = 300,000) | S. Typhimurium PhoP-regulated promoter GFP reporter, 4 h; higher % means a stronger effect;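 active = inhibition over 29.93%, a cutoff 3 SD above the screen mean, later confirmed by dose response; inconclusive = inhibition over 29.93% but no dose response follow-up; inactive = inhibition at most 29.93% or unconfirmed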;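 also: 0% = low Mg2+ inducing control and 100% = high Mg2+ repressing control; strong numbers were not always called active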
# XIAP antagonists: XIAP antagonists, biochemical, IAP family, fluorescence polarization (AID 1018); XIAP BIR domain, fluorescence polarization peptide displacement; higher % means a stronger effect; one-dose displacement, % at 20 µM; IC50 in µM for titrated hits; actives 0.007% (n = 200,000); in the data active = displacement above about 50%; also: a part of the inactive calls stands beside numbers as strong as those of hits
# M1AAP inhibition: malaria alanyl aminopeptidase activity blockers – biochemical, fluorogenic H-Leu-NHMec substrate, 1536-well (AID 1445); actives 0.42% (n = 220,000); recombinant M1AAP, H-Leu-NHMec fluorogenic kinetic assay; higher % means a stronger effect; inhibition, % at 30 µM, or IC50 in µM where a hit was titrated;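 active = primary inhibition above the hit cutoff, then over 50% inhibition at one or more dose response concentrations, cut at about 23% in these data, passing the limit was not always enough; inconclusive = conflicting primary data, or primary hits not chosen for dose response; inactive = low primary inhibition, or under 50% at every dose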;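 also: plate controls were DMSO full reaction for no effect and no enzyme background for full effect; strong numbers were not always called active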
# M17LAP inhibition: P. falciparum M17LAP inhibitors, primary screen, biochemical, fluorogenic H-Leu-NHMec substrate, 1536-well (AID 1619); recombinant M17LAP, H-Leu-NHMec fluorogenic kinetic assay; higher % means a stronger effect; one-dose inhibition, % at 30 µM; IC50 in µM for titrated hits; actives 0.38% (n = 220,000);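 active = compound inhibiting the enzyme by more than half at any dose during confirmatory dose-response retesting; inconclusive = strong single-dose inhibitors picked by rank but not retested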;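 also: plate controls were full reaction with DMSO carrier for no effect and no enzyme background for full effect; strong numbers were not always called active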
# Siah-1 displacement: blockers of Siah-1 interaction with plectin peptide – biochemical, fluorescence polarization, rhodamine-plectin, uHTS, primary screen (AID 1817); displacement, % at 20 µM; hits with a dose series show IC50 in µM; Siah-1 / rhodamine-plectin peptide fluorescence polarization; higher % means a stronger effect; actives 0.02% (n = 290,000);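 active = displacement of at least 50% at 20 µM, with a fluorescence ratio check between 0.3 and a set limit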;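 also: plate controls were Siah plus tracer with DMSO for no effect and tracer alone without Siah for full effect; strong numbers were not always called active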
# Starred values were filed as active, the others as inactive; i = inactive; ? = inconclusive; . = not tested or not shown.
# Sequence of screens: human PMI inhibitors	CSM14.1 death rescue	West Nile virus CPE	Yfh1-off respiration	M17LAP inhibition	Salmonella PhoP GFP	XIAP antagonists	M1AAP inhibition	Siah-1 displacement
COc1ccccc1NS(=O)(=O)c1cccc(C(=O)OCc2nc3ccccc3s2)c1
 : 13.7%	1.3%	-0.1%	i	-18.0%	-15.5%	-4.2%	9.6%	13.7%
Cc1ccc(NC(=O)c2cc3c(=O)oc4ccccc4c3s2)nc1
 : -6.7%	-1.9%	-0.1%	i	0.3%	-2.6%	-6.1%	-1.4%	9.2%
O=C(Nc1ccccc1Cl)C1C2CCC3C(CCC21)C3(Cl)Cl (stereo unspecified)
 : -3.7%	-1.2%	-0.5%	i	38.1%	3.4%	-2.0%	3.8%	7.3%
Cc1ccc2cc(CCNC(=O)C(=O)c3c[nH]c4ccccc34)c(=O)[nH]c2c1
 : 12.8%	-2.7%	1.8%	i	-4.9%	8.7%	-7.2%	1.4%	3.5%
CC(=O)c1cccc(N(CC(=O)O)S(C)(=O)=O)c1
 : 2.2%	3.9%	0.2%	i	-4.0%	-8.9%	-12.1%	4.9%	1.6%
FC(F)(F)c1nc2ccccc2nc1N/N=C\c1ccccc1
 : 8.9%	0.7%	.	.	6.3%	0.9%	-3.7%	11.0%	-3.9%
COc1ccc(NC(=O)CN2CCCN(S(=O)(=O)c3ccc(F)cc3)CC2)cc1
 : -3.2%	-1.3%	0.6%	i	4.9%	9.4%	-14.9%	7.6%	6.2%
N#C/C(=C\c1c(N2CCCCC2)nc2ccccn2c1=O)C(=O)NCc1ccco1
 : 6.0%	-1.0%	0.1%	i	8.4%	-9.3%	-13.5%	7.4%	-2.8%
CC(C)c1ccc(CN(C(=O)/C=C/c2ccco2)C2CCS(=O)(=O)C2)cc1 (stereo unspecified)
 : .	.	-1.1%	i	7.1%	-6.9%	.	2.2%	13.6%
CN(C(=O)COC(=O)c1c[nH]c(=O)[nH]c1=O)C1CCCCC1
 : -13.8%	-1.0%	0.4%	i	3.7%	-7.6%	-8.0%	-6.1%	-4.1%
Cc1cc(Oc2ccccc2)nc(SCC(=O)Nc2ccccc2)n1
 : -8.7%	-1.5%	-0.6%	i	1.8%	2.3%	-6.4%	18.3%	-1.0%
O=C(NNC1=NCCN1Cc1ccccc1)c1cccc(C(F)(F)F)c1
 : .	.	-1.4%	i	-11.5%	0.0%	.	6.2%	11.9%
CC(=O)c1cccc(NS(=O)(=O)c2c(C)n[nH]c2C)c1
 : -1.7%	1.7%	0.0%	i	-8.3%	7.3%	-3.1%	-3.5%	0.0%
CN1CCN(C2=NC3(CCCC3)C(C#N)C(=O)N2)CC1 (stereo unspecified)
 : 8.3%	0.3%	0.6%	i	-1.6%	-22.6%	0.1%	-3.5%	-0.3%
COC(=O)c1cc(C(=O)Nc2ccc(C)cn2)cc([N+](=O)[O-])c1
 : 8.9%	-2.4%	-0.9%	i	-5.3%	-1.3%	-0.4%	0.7%	-0.3%
CCCCCCn1c(=O)[nH]c2nc3cc(N)c(C)cc3nc2c1=O
 : 49.7%	-5.1%	-1.3%	?	6.0%	-141.3%	-8.8%	9.8%	12.9%
CCCS(=O)(=O)c1c(S(=O)(=O)CCC)c2ccc(C(N)=O)cn2c1C(=O)c1ccc(OC)cc1
 : 14.0%	-0.6%	-0.2%	i	-5.6%	-8.4%	-11.4%	11.7%	-2.6%
COc1cc(OC)cc(N(C(=O)CNC(=O)c2cccs2)C(C(=O)NCC2CCCO2)c2ccc(OC)c(OC)c2)c1 (stereo unspecified)
 : 18.8%	2.9%	-0.2%	i	5.8%	8.1%	-2.0%	-1.1%	-0.9%
Cc1ccc(C)c(N2CCN(CCCNC(=O)Cn3cc4c(n3)CCCCC4)CC2)c1
 : 11.7%	.	.	.	6.3%	6.3%	-1.4%	0.9%	-4.8%
Cc1cc([N+](=O)[O-])nn1CCCC(=O)Nc1cccnc1Cl
 : 2.0%	-1.0%	-0.6%	i	11.3%	7.1%	-16.1%	0.6%	1.7%
COc1cc(/C=N/NC(=O)c2ccccc2Cl)ccc1Oc1ccc([N+](=O)[O-])cn1
 : 17.2%	0.7%	-0.9%	i	3.7%	-9.9%	-3.7%	-1.1%	-1.5%
Cc1nnc(NC(=O)C(C)Sc2nncn2C)s1 (stereo unspecified)
 : 4.0%	-1.3%	-0.1%	i	-0.5%	-1.3%	-2.1%	13.0%	6.8%
Oc1ccc(Br)cc1-c1cc(-c2ccccc2Cl)[nH]n1
 : .	.	-0.5%	i	-2.1%	1.3%	.	-3.0%	1.1%
CN(C)/C=C1/Nc2ccccc2C1=O
 : 15.2%	0.9%	0.2%	i	4.5%	8.0%	0.3%	0.9%	-0.6%
CC(=O)Oc1ccc2ccccc2c1C(NC(=O)Cc1ccccc1)c1ccccc1 (stereo unspecified)
 : 9.6%	-1.8%	1.2%	i	2.6%	-5.9%	-3.3%	5.4%	5.0%
COc1ccccc1NC(=O)CSCc1nc2ccccc2[nH]1
 : -7.1%	1.4%	0.3%	i	-4.0%	-6.2%	-0.9%	-1.7%	3.4%
O=S(=O)(c1ccc(Br)s1)N1CCN(c2ccccc2)CC1
 : 13.1%	-0.5%	-0.3%	i	.	.	-5.3%	.	-2.4%
CN1CCc2c(sc(/N=C/c3cc(Cl)ccc3O)c2C#N)C1
 : .	.	0.4%	i	-4.5%	-13.3%	.	7.2%	-2.9%
CCn1ccc(C(=O)Oc2ccc(C(C)C)cc2)n1
 : -5.3%	-2.9%	0.7%	i	0.6%	2.0%	-6.5%	0.6%	-2.3%
Cc1c(NC(=S)NC(=O)c2ccc(Br)o2)c(=O)n(-c2ccccc2)n1C
 : -5.8%	-0.4%	0.6%	i	4.7%	-7.5%	-1.9%	3.5%	1.4%
COCCCN(C(=S)NC(=O)c1ccc(C(C)(C)C)cc1)c1c(N)n(Cc2ccccc2)c(=O)[nH]c1=O
 : 9.3%	-4.0%	0.2%	i	16.9%	-11.4%	-5.5%	4.2%	2.4%
CCOC(=O)c1c(NC(=O)OC)sc(C(=O)N(CC)CC)c1C
 : 3.3%	-3.0%	-0.7%	i	-6.3%	-1.1%	-7.3%	-0.3%	-8.1%
NS(=O)(=O)c1ccc(CCNC(=O)CC(NC(=O)c2ccccc2Cl)c2ccccc2)cc1 (stereo unspecified)
 : .	.	-0.1%	i	-2.2%	-10.9%	.	6.7%	14.3%
COc1ccc(/C=C2\SC(=O)N(CC(=O)Nc3cccnc3)C2=O)cc1OC
 : 11.7%	-1.1%	-0.7%	i	11.3%	-12.2%	34.0%	4.3%	1.3%
CCC(=O)NC(c1ccc(OC)cc1)c1cc(Cl)c2cccnc2c1O (stereo unspecified)
 : .	0.7%	?	38.2µM*	-2.2%	2.1%	-5.6%	-5.8%	-4.2%
COc1cc(CNCC(C)C)c(Br)cc1OCC(=O)NCc1ccccc1
 : -20.5%	-1.1%	-1.1%	i	23.1%	-2.4%	-0.7%	7.3%	-5.2%
N#Cc1c(N)n(-c2cccc(O)c2)c2nc3ccccc3nc12
 : .	.	1.2%	i	-6.0%	-7.8%	.	11.1%	1.5%
Clc1cccc(/C=N/Nc2ncnc3ccccc23)c1
 : -17.1%	-2.5%	1.0%	i	8.6%	-7.4%	-0.3%	13.4%	1.9%
O=C(Nc1ccncc1)C1CCC(CNS(=O)(=O)c2cccc3nsnc23)CC1 (stereo unspecified)
 : .	.	-0.3%	i	-3.8%	-1.7%	.	1.0%	-2.7%
CCOC(=O)c1cccnc1SCC(=O)N(CC)c1cccc(C)c1
 : 1.6%	0.5%	1.4%	i	-5.0%	2.8%	-2.1%	2.4%	-2.5%
Cc1cccc(OCCNC(=O)c2ccc(Oc3ccc(C(F)(F)F)cc3[N+](=O)[O-])cc2)c1
 : 7.9%	-0.9%	-1.1%	i	-7.2%	-3.7%	-8.6%	4.0%	-0.5%
CCOC(=O)c1[nH]c(C)c(CC(C)C)c1C
 : 5.5%	0.5%	-1.0%	i	-2.8%	-5.0%	-5.8%	2.8%	10.4%
Cn1c(=O)[nH]c(=O)c2c1nc(CN1CCN(c3cccc(Cl)c3)CC1)n2CCCc1ccccc1
 : 10.0%	-1.1%	-0.1%	i	-2.3%	4.1%	-5.4%	0.2%	2.9%
O=C(NCc1ccccc1F)C1CCCN(C(=O)NC2CCCCC2)C1 (stereo unspecified)
 : 0.7%	2.0%	-1.3%	i	8.2%	4.3%	-5.9%	4.8%	5.1%
COc1cc(OC)cc(C(=O)NCC(=O)OCC(=O)c2cc(OC)ccc2OC)c1
 : 8.3%	-1.0%	-0.6%	i	1.1%	-1.4%	-5.9%	7.1%	-3.0%
Cc1ccc2cc(CN(c3ccc(C)c(C)c3)S(C)(=O)=O)c(=O)[nH]c2c1
 : 2.7%	-4.9%	-0.7%	i	1.4%	-2.4%	-7.8%	5.9%	0.3%
COc1cc(C2C(C#N)=C(N)Oc3c2ccc2ccccc32)ccc1OCC(=O)Nc1ccccc1C (stereo unspecified)
 : 23.2%	0.2%	-1.0%	i	-0.2%	-0.3%	-3.6%	8.4%	2.9%
Cc1cc2[nH]c3ccccc3c2c(C)n1
 : -6.3%	-0.9%	-1.3%	i	-6.4%	17.6%	-13.8%	5.5%	11.8%
O=c1cc(N=Nc2ccc(Cl)cc2)[nH]c(=O)[nH]1
 : .	.	-2.1%	i	-0.7%	-10.8%	.	4.0%	2.5%
COc1cccc(CN2CCN(C(=O)c3cc(-c4cccnc4)nc4ccc(C)cc34)CC2)c1
 : 0.0%	-1.8%	0.6%	i	11.3%	-3.8%	-6.3%	15.8%	-0.1%
CCOc1ccc(-c2nn3c(-c4ccc(OC)cc4)nnc3s2)cc1
 : -5.5%	-1.5%	.	.	.	.	-4.7%	.	-1.7%
COc1ccc(-c2cc([C@H]3[C@@H]4C=CCC[C@@]4(C)C(=O)N3Cc3ccccc3)ccc2F)cc1
 : .	.	-0.3%	i	0.4%	-1.9%	.	-3.6%	-7.3%
COc1ccccc1NC(=O)Cn1nnc(C(=O)NCCc2ccccc2)c1N
 : 7.0%	0.3%	-0.6%	i	-2.4%	-5.8%	-10.0%	0.8%	6.2%
CN1CCN(S(=O)(=O)c2cccc(C(=O)Nc3ccccc3N3CCOCC3)c2)CC1
 : -12.9%	-1.3%	-0.5%	i	3.2%	4.3%	-2.9%	1.9%	3.4%
O=C(CN1C(=O)COc2ccc(S(=O)(=O)N3CCCC3)cc21)NC1CCCCCCC1
 : -2.8%	-0.9%	-0.9%	i	5.5%	24.6%	-1.6%	0.8%	-7.3%
Cc1cc(C)c(C)c(S(=O)(=O)N2C(=S)NC(=O)C2C(C)C)c1C (stereo unspecified)
 : -0.3%	-2.0%	0.5%	i	-3.0%	-0.4%	-6.1%	-5.7%	-1.7%
